Screening results: PubChem BioAssay, NCI
Growth percent in the NCI-60 one-dose screen (48 h, 10 µM unless noted): 100 = growth as untreated, 0 = no growth, -100 = all killed.
MALME-3M – MALME-3M melanoma; AID 1794766; hit rate 5.8% among 78,000
UACC-257 – UACC-257 melanoma; AID 1794764; hit rate 4.4% among 78,000
M14 – M14 melanoma; hit rate 6.2% among 80,000; AID 1794745
SK-MEL-2 – SK-MEL-2 melanoma; hit rate 4.7% among 77,000; AID 1794763
A549/ATCC – A549/ATCC NSCLC; hit rate 3.7% among 81,000; AID 1794740
UACC-62 – UACC-62 melanoma. AID 1794756. hit rate 5.4% among 81,000
SK-MEL-5 – SK-MEL-5 melanoma. hit rate 6.4% among 80,000
EKVX – EKVX NSCLC; hit rate 3% among 71,000
* = called active by the depositor; nt = not tested or not shown; & = joins results of further samples; [ ] = another dose, or the depositor's remark. Rule for the calls: active = growth percent below 10; inactive = the rest.

SMILES	MALME-3M	UACC-257	M14	SK-MEL-2	A549/ATCC	UACC-62	SK-MEL-5	EKVX
COc1ccc(/C(N)=N/C(N)=N/c2nc3ccccc3s2)cc1	94	99	81	67	33	60	72	61
O=S(=O)(Nc1ccccn1)c1ccc(NC2Nc3nc4ccccc4nc3S2)cc1 (stereo unspecified)	98	100	107	100	94	92	100	93
CNCc1c(C)c(C(C)(C)C)cc(C(C)(C)C)c1O	94	117	113	108	114	108	96	97
COc1ccc(C2=NN(C(=O)c3ccc(S(N)(=O)=O)cc3)C(c3ccc(OC)cc3)C2)cc1 (stereo unspecified)	99	106	103	104	102	92	100	100
Cc1nn(-c2ccccc2)c2sc(C(=O)Nc3ccc(Cl)cc3)cc12	111	114	111	114	108	93	102	104
CCOC(=O)C(CCC1OCCO1)C(C)=O (stereo unspecified)	119	102	105	91	106	109	111	106
COc1cc(CNC(=O)CCCC/C=C/C(C)C)ccc1OCc1cn(-c2ccc(F)cc2)nn1	103	90	94	111	84	72	84	73
CCCN(CCC)CC(O)c1cc2c(Cl)cc(Cl)cc2c2cc(C(F)(F)F)ccc12 (stereo unspecified)	117	95	96	98	91	85	92	106
COc1nccc2c(N(C)C(=O)Nc3ccc(N(C)C)cc3)nc(N)nc12	99	117	91	116	102	108	154	114
CNC(=O)c1cc(Oc2ccc3nc(NC(=O)Nc4ccc(CN5CCOCC5)c(C(F)(F)F)c4)sc3c2)ccn1	8.2*	18	23	33	21	0.6*	-55*	25

Laid out differently: results already given
Order of values – MALME-3M | UACC-257 | M14 | SK-MEL-2 | A549/ATCC | UACC-62 | SK-MEL-5 | EKVX
- CNCc1c(C)c(C(C)(C)C)cc(C(C)(C)C)c1O
  94 | 117 | 113 | 108 | 114 | 108 | 96 | 97
- COc1ccc(C2=NN(C(=O)c3ccc(S(N)(=O)=O)cc3)C(c3ccc(OC)cc3)C2)cc1 (stereo unspecified)
  99 | 106 | 103 | 104 | 102 | 92 | 100 | 100

(list continues)
SMILES	MALME-3M	UACC-257	M14	SK-MEL-2	A549/ATCC	UACC-62	SK-MEL-5	EKVX
O=[N+]([O-])c1ccc(S(=O)(=O)N2CCN(c3ccnc4cc(Cl)ccc34)CC2)c([N+](=O)[O-])c1	76	nt	92	101	99	82	99	88
C/C(=N/NS(=O)(=O)c1ccc(N)cc1)C(C)(C)C	96	88	98	100	82	99	99	102
COc1ccc(/C=C/C(=O)c2cc3c(N)c(C(=O)Nc4ccc(OC)cc4)sc3nc2C)cc1	49	55	10	15	13	22	9.8*	45
CC(C)CCNC(=O)[C@@H](CC(C)C)n1cccc(NC(=O)OCc2ccccc2)c1=O	110	102	112	106	92	91	95	95
CN(C)CCNC(=O)c1cccnc1Nc1cc2ccccc2cc1C(=O)O	111	nt	113	nt	62	92	112	94
COc1cc(C2CC(=O)Nc3ccsc32)cc(OC)c1OC (stereo unspecified)	89	96	100	94	96	93	89	95
c1cc(CNCCNCc2ccncc2)ccn1	nt	94	109	104	98	101	107	100
O=S(=O)(Nc1ncccn1)c1ccc(N=C=S)cc1	99	97	97	124	91	84	104	104
CN(C)S(=O)(=O)N(C)C	101	86	98	93	94	98	95	nt
COc1ccc2nc(-c3ccc(OC)c(OC)c3)cc(-c3nnc(SCC(=O)Nc4ccc(/C(C)=N\O)cc4)o3)c2c1	102	98	94	100	93	102	92	122
CCOC(CN/C(=C/c1ccc2ccccc2[n+]1C)SC)OCC	70	84	90	94	71	78	21	54
C=C1C(=O)O[C@H]2[C@H]1CC/C(CNC(=O)Cc1c[nH]c3ccccc13)=C\CC[C@@]1(C)O[C@@H]21	14	6.0*	3.3*	34	62	-23*	42	79
CCOC(=O)/C(Cc1nc(OCc2ccccc2)cc(OCc2ccccc2)n1)=N/O	nt	76	88	107	86	66	99	75
CN(CCO)c1ncnc2c1ncn2C	110	88	102	104	92	96	101	97
Cn1nc(-c2ccc(O)c(-c3ncc[nH]3)c2)c2ccccc2c1=O	95	109	90	91	101	70	69	61
O=CNC1(c2ccccc2)CCCCC1	105	110	115	96	99	106	104	102
Cc1nn2c(/C=C3/C(=O)Nc4ccc(Cl)cc43)c(-c3ccccc3)nc2s1	-2.4*	62	55	33	24	39	26	nt
O=C1C2CC3CC1CC(O)(C3)C2	100	94	101	nt	98	106	107	113
CCCCCOC(=O)COc1ccc(Cl)cc1Cl	114	101	107	94	101	98	101	nt
CS(=O)(=O)c1ccc(-c2nc3ccccn3c2/C=N/Nc2nc(-c3ccc(Br)cc3)cs2)cc1	128	122	112	113	109	102	96	98
O=C(O)c1cc([N+](=O)[O-])ccc1Cl	131	100	114	97	95	96	100	118
CCCCC(=O)c1ccc(F)cc1	109	100	103	103	95	101	106	119
Cc1ccc(O)c(CN(C)Cc2cc(C)ccc2O)c1	nt	101	93	96	90	92	95	89
CC(C)c1ccc(O)c(C(C)(C)C)c1	88	99	103	98	104	105	95	99
CCCCCC(C)NCC(C)O (stereo unspecified)	132	115	104	98	105	101	112	110
CN(C)c1ccc(C(=N)Cc2ccc3ccccc3n2)cc1	78	102	95	103	100	92	87	nt
Nc1ncnc(Cl)c1[N+](=O)[O-]	109	109	100	nt	103	105	105	110
COc1ccc(N=Nc2cc(-c3ccc(Cl)cc3)oc2O)cc1	104	123	110	122	110	91	106	104
COc1ccc(NC(=O)[C@H](C)NC(=O)OC(C)(C)C)cc1C(=O)Nc1cccc(-c2cc(=O)c3c(OC)c(OC)c(OC)cc3o2)c1	-13*	-74*	-52*	nt	7.4*	-41*	-91*	3.7*
COc1ccc(C(O)c2cnccc2NC2CCCCC2)cc1OC (stereo unspecified)	106	81	88	96	90	92	97	96

3 of the compounds above, field by field:
mol: Cc1ccc(O)c(CN(C)Cc2cc(C)ccc2O)c1
  MALME-3M: nt
  UACC-257: 101
  M14: 93
  SK-MEL-2: 96
  A549/ATCC: 90
  UACC-62: 92
  SK-MEL-5: 95
  EKVX: 89
mol: COc1ccc(NC(=O)[C@H](C)NC(=O)OC(C)(C)C)cc1C(=O)Nc1cccc(-c2cc(=O)c3c(OC)c(OC)c(OC)cc3o2)c1
  MALME-3M: -13*
  UACC-257: -74*
  M14: -52*
  SK-MEL-2: nt
  A549/ATCC: 7.4*
  UACC-62: -41*
  SK-MEL-5: -91*
  EKVX: 3.7*
mol: COc1ccc(C(O)c2cnccc2NC2CCCCC2)cc1OC (stereo unspecified)
  MALME-3M: 106
  UACC-257: 81
  M14: 88
  SK-MEL-2: 96
  A549/ATCC: 90
  UACC-62: 92
  SK-MEL-5: 97
  EKVX: 96

Additional records.
SMILES	MALME-3M	UACC-257	M14	SK-MEL-2	A549/ATCC	UACC-62	SK-MEL-5	EKVX
CCC(C)[C@H]1OC(=O)[C@H](C(C)C)N(C)C(=O)[C@@H](C(C)C)OC(=O)[C@H](C(C)C)N(C)C(=O)[C@@H](C(C)CC)OC(=O)[C@H](C(C)C)N(C)C1=O (stereo partly specified)	7.5*	nt	18	-15*	13	6.1*	-31*	21
Cc1cc([N+](=O)[O-])ccc1Nc1ccc(C(=O)Nc2nc(C(=O)N3CCN(C(c4ccccc4)c4ccccc4)CC3)cs2)cc1[N+](=O)[O-]	84	84	72	92	63	57	46	78
COc1cc(/C=N/NC(=O)COc2ccc(NC(=O)Nc3ccc(Cl)cc3)cc2)ccc1O	98	101	107	116	101	97	101	97
CCOC(=O)C1=C(N)N(c2ccc(C)cc2)C2=C(C(=O)CC(C)(C)C2)C1c1ccccn1 (stereo unspecified)	93	114	93	105	104	74	93	81
O=C1c2ccccc2C(=O)N1CC(O)CCl (stereo unspecified)	80	98	103	103	96	113	104	nt
COC(=O)[C@H](Cc1cn(C)cn1)NC(=O)[C@H](Cc1ccccc1)NC(=O)Nc1cc(C(F)(F)F)cc(C(F)(F)F)c1	-86*[100 µM]	-97*[100 µM]	-91*[100 µM]	-95*[100 µM]	-86*[100 µM]	-97*[100 µM]	-97*[100 µM]	nt
COc1ccc(Cn2cc3c(c2)-c2nc(N)ncc2CC3)cc1	116	112	105	110	111	89	103	96
Nc1nccnc1C(=O)O	94	98	89	113	108	102	92	96
CC(C)(C)c1[nH]nc2c1C(c1cc3ccccc3[nH]c1=O)Nc1cc(C(=O)OCc3ccccc3)ccc1N2 (stereo unspecified)	59	70	56	67	42	49	39	nt
Cc1ccc(Sc2oc(-c3ccc(C)cc3)nc2[P+](c2ccccc2)(c2ccccc2)c2ccccc2)cc1	-41*	0.8*	7.4*	-36*	7.7*	-38*	-98*	6.7*
CC/C=C\C[C@H](O)C/C=C1/C(=O)C=C[C@@H]1C/C=C\CCCC(=O)NC(C)C	-4.1*	-4.3*	7.1*	29	2.6*	-61*	-70*	28
O=c1cc(N2CCN(Cn3cncn3)CC2)c2cc(F)ccc2[nH]1	108	108	112	117	96	91	98	20
Cc1cc(C)c(C(=O)O)c(C)c1	98&98	90&97	106&104	105&101	92&98	101&108	98&102	102
CCN1C(=S)N(CC)C2C1NN=C1SC(c3ccccc3)=CC(=O)N12 (stereo unspecified)	105	103	106	98	101	93	100	106
CCOC(=O)c1c(-c2ccc3c(c2)OCO3)c(C#N)c2c(C#N)c(N)nn2c1N	100	79	95	34	69	61	49	71
COc1ccc(C(=O)/C=C/Nc2ccc(S(=O)(=O)O)cc2)cc1	105	126	108	nt	108	100	100	109
O=C1C2C3C=CC(O3)C2C(=O)N1/N=C/c1ccc2c(c1)OCO2 (stereo unspecified)	104	82	102	126	91	93	93	121
COc1cc(O)cc(OC)c1CC(C)=O	102	92	104	99	90	99	99	103
C[C@@H]1CN(c2cnc(C(=O)Nc3cc(F)cc4cccnc34)cn2)C[C@H](C)N1	65	41	74	105	95	94	102	77
COc1ccc(Oc2nc(Nc3ccc(N4CCOCC4)cc3)ncc2NC(=O)c2cccc(C(F)(F)F)c2)cc1	97	98	81	97	66	78	92	81

Copied from the list:
Entry of Nc1ncnc(Cl)c1[N+](=O)[O-] in SK-MEL-5: 105
Entry of CCCCCC(C)NCC(C)O (stereo unspecified) in M14: 104

(listing goes on)
SMILES	MALME-3M	UACC-257	M14	SK-MEL-2	A549/ATCC	UACC-62	SK-MEL-5	EKVX
Cc1noc(N)c1C(=O)Nc1ccc(F)cc1	108	106	105	106	99	107	103	105
O=c1cc(-c2ccccc2)nc2sc(-c3c[nH]c4ccccc34)nn12	70	102	100	nt	97	90	97	92
O=C1N(CCCCCCO)c2ccccc2[C@]12Oc1ccccc1[C@H]1CC(c3ccc(Br)cc3)=NN12	92	99	112	95	92	84	78	78
Cc1cc(OCc2ccccc2)ccc1[N+](=O)[O-]	105	106	119	112	97	101	97	105
CC(C)Oc1c(C(=O)O)cccc1[N+](=O)[O-]	143	99	104	114	107	99	106	100
O=S(=O)(O)c1ccc2c(S(=O)(=O)O)cc(S(=O)(=O)O)cc2c1	127	99	101	96	99	102	110	105
NC(=S)Nc1ccc(C(=O)O)cc1	106	103	100	115	100	93	97	87
O=C(CNc1ccc(S(=O)(=O)Nc2ncccn2)cc1)Nn1c(COc2ccccc2)nc2ccccc2c1=O	97	98	104	89	82	60	82	94
Cc1cc2c(c3c1C(=O)CC3)C(C)(C)CCC2(C)C	92	79	96	106	73	93	98	97
O=C(O)c1ccc(-n2cc(C(c3oc(CO)cc(=O)c3O)c3oc(CO)cc(=O)c3O)c(-c3ccc(Cl)cc3)n2)cc1	105	106	104	120	105	98	100	101
CCCCC(CC)CN1C(=O)c2ccccc2C1=O (stereo unspecified)	96&87	90&90	99&96	95&115	81&92	102&82	103&79	100&82
CC(=O)OC/C1=C\CC2CCC(C)(O)C(CC(O)/C(C)=C/CC1)C2(C)C (stereo unspecified)	113	nt	102	110	102	93	270	98
CC[C@]12C=CCN3CC[C@@]4(c5cc(Nc6cc(O)c7c(=O)cc(-c8ccccc8)oc7c6)c(OC)cc5N(C)[C@H]4[C@@](O)(C(=O)OC)[C@@H]1OC(C)=O)[C@@H]32	122	81	87	79	60	50	63	66
C=C(C)CN(CC(=C)C)C(=N)OC(C)CC (stereo unspecified)	nt	116	109	99	110	108	108	96
C[C@H]1N[C@]2(C(=O)Nc3ccccc32)[C@@H](c2ccc(F)cc2)[C@@H]1C(=O)c1ccc(O)cc1	99	103	nt	105	97	82	95	97
O=C(Cc1n[nH]c(=O)c2ccccc12)OCc1c(Cl)cccc1Cl	100	nt	97	36	96	70	57	154
COc1cc(C(=O)c2cc(C(C)=O)c3cccc(C)n23)cc(OC)c1OC	46	56	5.7*	-12*	50	23	33	54
O=S1(=O)N=C(Cl)c2ccccc21	100	116	103	103	109	97	99	100
CCOC(=O)C(Cc1ccc(OC)cc1)C(=O)OCC	58	25	46	43	52	33	53	69
C=C(C)[C@@H]1CC[C@]2(C)[C@H](CC=C3[C@@H]4[C@@H](C)[C@H](C)CC[C@]4(C(N)=O)CC[C@]32C)[C@@]1(C)CCC#N	-65*[100 µM]	-11*[100 µM]	-3.8*[100 µM]	-62*[100 µM]	9.8*[100 µM]	-64*[100 µM]	-88*[100 µM]	12[100 µM]
COc1ccc(-c2nc(SC(C)C)nc(NNC(N)=S)c2C#N)cc1	52	83	54	49	49	22	29	66
O=C1c2ccccc2-c2cc(Br)ccc2NC1O (stereo unspecified)	nt	93	109	125	94	105	118	90
O=C(Nc1ccc([N+](=O)[O-])cc1)c1ccc(Cl)c(Cl)c1	95	89	70	87	61	61	63	51
CC1(C)CCC(C)(C)c2cc(C(=O)O)ccc21	104	101	104	114	96	107	102	110
CN(C)CCC(=O)c1ccc2c(c1)CCCC2	108	100	111	nt	99	107	101	96
Cc1ccc(C)c2c1sc1n[nH]c(=O)c(=O)n12	107	110	103	105	102	99	110	nt
Nc1nc(N)nc(C2CC3C=CC2C3)n1 (stereo unspecified)	115	109	113	108	99	110	97	108
CSc1nn2c(-c3ccco3)ccnc2c1C#N	120	101	102	115	91	84	96	73
CCOC(=O)c1cnc2ccc(OC)cc2c1Nc1cccc(NS(C)(=O)=O)c1	113	108	114	120	86	107	101	92
CNC(=O)Oc1ccc2c(c1)[C@]1(C)CCN(C)[C@@H]1N2C	nt	110	104	105	109	nt	109	109
CC1(C)COB(OCC(C)(C)COB2OCC(C)(C)CO2)OC1	94	99	105	113	100	106	93	104
